# HT1080NT lethal: qHTS for induction of synthetic lethality in tumor cells producing 2HG: qHTS for the HT-1080-NT fibrosarcoma cell line | HT-1080-NT fibrosarcoma viability, CellTiter-Glo ATP luminescence, 48 h | Potency, µM (series often up to 46.1 µM), without a hit: at the highest dose activity, negative = less viability, hits mostly cytotoxic | 360,000 compounds, 1.6% hits | AID 686970, 2013;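 further: NT is the 2HG producing partner of a matched IDH1 knockdown line; potency means the concentration at half of the fitted maximal effect; 0% = DMSO-treated cells and -100% = media-only wells without cells; nearly all actives have a fitted effect of over 55% in size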
#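 750 cells/well, RPMI + 5% FBS; 2 h settle, compound pin-transfer, 48 h at 37 degrees C. CellTiter-Glo 10 min RT, luminescence. Normalized to DMSO and media-only wells.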
# IL1B secr inh: qHTS for Inhibitors of Inflammasome Signaling: IL-1-beta AlphaLISA Primary Screen; THP-1 LPS/ATP IL-1B secretion, AlphaLISA, 16 h; active compounds read low; activity change, % at 57.5 µM; 360,000 compounds, 4.7% hits; AID 743279, 2014; in the data active means activity change below about -50%; inconclusive means mostly about -30% to -49%; further: on the % scale 0 is the no-effect control and ±100 the full control effect
#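 Secreted IL-1B measured by AlphaLISA bead assay after 16 h compound exposure of THP-1 cells; compounds (final up to 57.5 uM) added 1 h before LPS (250 ng/mL) and ATP (1.25 mM) stimulation; lower signal means less secretion.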
# KB-V1 MDR tox: qHTS assay for MDR1-selective chemotherapeutics: Primary screen using the drug-selected MDR subline cells KB-V1; 400,000 compounds, 3.4% hits; KB-V1 MDR cells viability, CellTiter-Glo, 72 h; Potency, µM (top dose mostly 46.1 µM), inactives show at the highest dose activity change, negative = cytotoxicity, most hits filed as cytotoxic; AID 1347076, 2019; further: potency means the concentration at half of the fitted maximal effect; on the % scale 0 is the no-effect control and ±100 the full control effect; nearly all actives have a fitted effect of over 60% in size
#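 Cells of the MDR subline KB-V1 are plated, dosed with compound at multiple concentrations, and incubated 72 h at 37 degrees C; CellTiter-Glo is then added and luminescence read after 10 min.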
# HT1080 IDH1KD tx: qHTS for induction of synthetic lethality in tumor cells producing 2HG: qHTS for the HT-1080-IDH1KD cell line; Potency, µM (titrated, usually from 46.1 µM), inactives show at the highest dose activity, negative = toxicity, most hits filed as cytotoxic; 360,000 compounds, 2% hits; HT-1080 IDH1 knockdown viability, ATP luminescence, 48 h;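 further: potency means the concentration at half of the fitted maximal effect; 0% = DMSO wells and -100% = cell-free medium wells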
#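 In this qHTS, HT-1080 cells depleted of IDH1 are exposed for 48 h at 37 °C to compound titrations. Toxicity is scored from CellTiter-Glo luminescence, with DMSO as full viability and medium alone as none.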
# KB-3-1 tox: qHTS assay for MDR1-selective chemotherapeutics: Primary screen using the parental adenocarcinoma cell KB-3-1 | KB-3-1 viability, CellTiter-Glo ATP luminescence, 72 h | Potency, µM (highest dose often 46.1 µM), without a hit: at the highest dose activity change, negative = cytotoxic, most hits filed as cytotoxic | 400,000 compounds, 1.4% hits; further: potency means the concentration at half of the fitted maximal effect; on the % scale 0 is the no-effect control and ±100 the full control effect; nearly all actives have a fitted effect of over 60% in size
#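 Cells are dispensed, compounds pinned in, plates held at 37 °C for 72 h, then CellTiter-Glo is added and luminescence read after 10 minutes. Cell line: parental KB-3-1 in phenol-red-free DMEM, 10% FBS.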
# D3 antag: qHTS of D3 Dopamine Receptor Antagonist: qHTS | D3R cells, DiscoveRx beta-arrestin luminescence, antagonist mode; active compounds read low | max response, negative = inhibition, % | 360,000 compounds, 2.5% hits | AID 652054, 2013; in the data active means max response below about -50%; inconclusive means no clear call, values can overlap the other calls; further: on the % scale 0 is the no-effect control and ±100 the full control effect; mostly tested at two doses, the higher about 12 µM
# Target sequence (P35462 whole entry, looked up): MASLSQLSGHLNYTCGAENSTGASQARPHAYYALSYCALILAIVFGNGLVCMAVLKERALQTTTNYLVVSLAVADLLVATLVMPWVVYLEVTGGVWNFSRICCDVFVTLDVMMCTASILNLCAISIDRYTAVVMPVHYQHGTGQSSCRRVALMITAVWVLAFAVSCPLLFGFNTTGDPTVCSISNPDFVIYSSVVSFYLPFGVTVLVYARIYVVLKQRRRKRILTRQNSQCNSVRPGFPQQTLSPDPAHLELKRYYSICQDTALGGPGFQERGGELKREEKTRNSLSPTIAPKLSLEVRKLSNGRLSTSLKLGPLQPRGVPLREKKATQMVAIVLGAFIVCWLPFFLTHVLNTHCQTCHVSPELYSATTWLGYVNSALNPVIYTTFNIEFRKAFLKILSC
#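 Cells expressing the human receptor were seeded at 1500 cells/well, incubated overnight at 37 degrees C in 5% CO2, then exposed to library compounds with dopamine controls for 90 minutes at 37 degrees C before luminescent detection.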
# SW480 rerep: A quantitative high throughput screen for small molecules that induce DNA re-replication in SW480 colon adenocarcinoma cells. SW480 DNA re-replication, Hoechst DNA content imaging, 48 h. Potency, µM (doses to about 46.1 µM), inactives show at the highest dose re-replication activation, usual class: activators. 340,000 compounds, 1.8% hits. AID 624297, 2012; further: potency means the concentration at half of the fitted maximal effect; % of control where 0% means no effect; nearly all actives have a fitted effect of over 55% in size
#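 DNA re-replication was detected as more nuclei of elevated Hoechst intensity after 48 hr exposure to compound (23 nL pinned per well of 250 cells).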
# GLP1R ag: qHTS of GLP-1 Receptor Agonists; Glucagon-like peptide 1 receptor (Homo sapiens), P43220; HEK293 GLP-1R CRE-luciferase, luminescence, 4-6 h; cells express a hypersensitive GLP-1R form; Potency, µM (top dose mostly 45.6 µM), for the others: at the top dose activation, hits mostly activators; 380,000 compounds, 0.007% hits; AID 624172, 2012; further: potency means the concentration at half of the fitted maximal effect; % of control where 0% means no effect
# Target sequence (P43220 whole entry, looked up): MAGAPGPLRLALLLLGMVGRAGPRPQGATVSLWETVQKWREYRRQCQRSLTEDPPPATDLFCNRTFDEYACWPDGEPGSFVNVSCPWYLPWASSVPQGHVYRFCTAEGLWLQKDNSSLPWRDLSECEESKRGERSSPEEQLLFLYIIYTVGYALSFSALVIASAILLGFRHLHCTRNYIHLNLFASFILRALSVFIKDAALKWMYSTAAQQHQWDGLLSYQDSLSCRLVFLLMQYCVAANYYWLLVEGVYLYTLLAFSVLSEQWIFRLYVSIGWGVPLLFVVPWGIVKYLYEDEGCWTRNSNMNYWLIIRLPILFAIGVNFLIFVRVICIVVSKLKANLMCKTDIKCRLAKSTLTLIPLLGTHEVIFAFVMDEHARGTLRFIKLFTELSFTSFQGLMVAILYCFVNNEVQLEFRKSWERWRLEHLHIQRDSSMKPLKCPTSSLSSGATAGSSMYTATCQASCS
# D3 ag: qHTS of D3 Dopamine Receptor Agonist: qHTS | D3R DiscoveRx beta-arrestin cells, luminescence, 90 min | max activation, % | 410,000 compounds, 0.58% hits | AID 652048, 2013; in the data active means max activation above about 30%; further: 0% is about no effect; mostly tested at two doses, the higher about 12 µM
#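 Agonist-mode cell screen: cells plated at 1500/well and incubated overnight at 37 °C, then exposed to library compounds for 90 min at 37 °C. Detection reagent was added for 30–60 min at room temperature, and luminescence was read.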
# An asterisk follows results filed as active; u = inconclusive; x = not tested or not shown; & = joins results of further samples; [ ] = dose if it differs, or a comment. Unless noted, the call rests on the fitted dose curve; in most records, active means well fitted curve in the direction sought with a large enough effect; inconclusive means small, poorly fitted or top-dose-only effect, or another doubt; inactive means no such curve, though single readings can be large; an effect the other way counts as inactive or inconclusive. Hits appear at their usual frequency; any-hit rate near 12%.
SMILES,HT1080NT lethal,IL1B secr inh,KB-V1 MDR tox,HT1080 IDH1KD tx,KB-3-1 tox,D3 antag,SW480 rerep,GLP1R ag,D3 ag
CC(=O)NC(CCS(C)(=O)=O)C(=O)Nc1c(C)cccc1C (stereo not drawn),4%,15,-8%,4%,0%,11,3%,-4%,2
COc1ccc(CNC(=O)CCCCCn2c(SCC#N)nc3cc4c(cc3c2=O)OCO4)cc1,-15%,-8,u,1%,-8%,14,8%,16%,-1
COC(=O)CCCSc1nccn1-c1ccccc1,8%,-24,7%,-1%,2%,-15,0%,2%,1
O=C(COC(=O)c1cc(Br)ccc1O)Nc1cc(S(=O)(=O)N2CCCC2)ccc1Cl,-2%,17,0%,4%,7%,3,-10%,4%,-4
O=C(NCCCCNC(=O)c1ccccc1F)c1ccccc1F,10%,7,0%,6%,5%,-1,-6%,6%,1
CC(C)c1nnc(NC(=O)CCC(=O)N2CCC(Cc3ccccc3)CC2)s1,-28%,20,-1%,9%,7%,3,17%,1%,6
O=C1OC(Cc2ccncc2)C(O)=C1C1=NCCCN1 (stereo not drawn),15%,21,3%,11%,33%,0,-4%,1%,10
CCCn1ncc(CN2CCN(CCc3ccccc3)C(CCO)C2)c1C (stereo not drawn),-5%,14,1%,2%,2%,-8,1%,-6%,-10
CC(=O)c1cc(-c2ccccc2)n(CC(=O)NC(C)(C)C)c1C,2%,-4,-5%,0%,8%,-1,-4%,0%,8
C=C1CCC(N(O)c2cc(C)on2)C(=C)CCC2C1CC2(C)C (stereo not drawn),0%,-6,-1%,0%,0%,0,u,-2%,3
O=C1c2ccccc2NC(c2cccs2)N1O (stereo not drawn),20%,13,0%,0%,0%,15,-78%[inhibitor],0%,12
CCCCC(=O)Nc1ccc(C(=O)Nc2ccc(OC)cc2[N+](=O)[O-])cc1,-2%,8,u,8%,17%,1,u,-21%,12
COc1ccc(CNc2nc(-c3ccc(Cl)cc3)nn2S(=O)(=O)c2ccc(C)cc2)cc1,x,x,u,x,-22%,x,x,-2%,3
O=C(NCCS(=O)(=O)NCc1ccc(F)cc1)c1ccc2c(c1)OCO2,-13%,10,-5%,-1%,5%,10,-86%[inhibitor],9%,-5
c1ccc(Cn2nnc3c(NCc4ccc5c(c4)OCO5)ncnc32)cc1,0%,16,-1%,3%,-25%,-14,-3%,3%,-5
Cc1nn2c(-c3ccco3)ccnc2c1-c1ccc(F)cc1,x,x,u,x,11%,x,x,0%,8
Nc1ccc2c(c1)OC1(CCCC1)O2,-11%,0,0%,-1%,4%,-18,u,-14%,4
CC1CC(C)CN(S(=O)(=O)c2ccc(C(=O)NCc3ccc4c(c3)OCO4)cc2)C1 (stereo not drawn),-13%,0,0%,-13%,-11%,4,11%,5%,0
Cc1nnc(CN(C)Cc2cn[nH]c2-c2ccc(-c3ccccc3)cc2)o1,2%,4,25%,19%,7%,-10,2%,10%,-14
CCOC(=O)N1CCN(C(=O)c2ccc(N(Cc3ccccc3)S(C)(=O)=O)cc2)CC1,-2%,25,16µM*,4%,-10%,-25,-2%,3%,16
Cc1ccc(NC(=O)CN(C)C(=O)COC(=O)C(C)(C)Oc2ccc(Cl)cc2)cc1,5%,3,6%,1%,0%,4,-3%,-3%,-10
Cc1nnc(SCC(=O)N(C)c2ccccc2)n1-n1cccc1,15%,7,9%,10%,3%,15,2%,-9%,1
O=C(Nc1ccc2c(c1)C(=O)N(CC1CCCO1)C2=O)c1ccccc1Br (stereo not drawn),5%,5,11%,-8%,2%,8,-14%,9%,-11
Nc1ncnc2c1nc(SCCO)n2Cc1ccccc1,-12%,41,u,-4%,-13%,-2,-5%,7%,-3
CCCCC(=O)N(C)c1c(C)nc2ccc(C(=O)N(CC)CCN(C)C)cn12,22%,2,3%,17%,0%,0,x,-6%,-6

# Next compounds
SMILES,HT1080NT lethal,IL1B secr inh,KB-V1 MDR tox,HT1080 IDH1KD tx,KB-3-1 tox,D3 antag,SW480 rerep,GLP1R ag,D3 ag
CCCOC(=O)CSc1nc(N)c(C#N)c(-c2ccco2)c1C#N,13%,-88*,11%,10%,-11%,-12,1%,6%,8
CN(C)S(=O)(=O)N(CC(=O)NCCSCc1ccccc1)c1ccccc1,-5%,13,-2%&-6%,-5%,-2%&8%,4,-1%,0%&-2%,-2&8
Nc1nc(SCC(=O)Nc2cccc(Oc3ccccc3)c2)n[nH]1,2%,-21,-25%,-13%,0%,u,-4%,9%,-3
CC(=O)C1=CCC(c2ccc(Cl)cc2)N(S(=O)(=O)c2ccccc2C)C1 (stereo not drawn),u,-19,u,16µM*,-4%,-4,x,10%,-2
CCN(CC(=O)NCc1cccs1)C(=O)/C=C/c1ccc(OC)c(OC)c1,-1%,-5,-3%,1%,21%,-8,-71%[inhibitor],5%,-7
COc1cc(-c2cc(C(=O)NCc3ccco3)c3ccccc3n2)cc(OC)c1OC,-13%,-15,u,-9%,0%,13,6%,5%,-18
CCNc1nc(NCC)nc(OCCNS(=O)(=O)c2ccccc2)n1,27%,14,5%,16%,6%,-10,-5%,19%,3
CCCCCNC(=O)C(c1cccc2ccccc12)n1c(=O)c(-c2cc3ccccc3[nH]2)nc2ccccc21 (stereo not drawn),-8%,58,1%,-14%,-11%,13,x,x,8
CCC1(c2ccccc2)NC(=O)N(CC(=O)N(C)CC(=O)Nc2cccc(OC)c2)C1=O (stereo not drawn),-25%,-7,-5%,u,-1%,-1,-7%,13%,1
CN(Cc1nc(Cc2cccc(C(F)(F)F)c2)no1)C1CC(C)(C)NC(C)(C)C1,-3%,-4,1%,-1%,-4%,5,-4%,9%,15
COc1ccc(C(=O)NC(=S)Nc2ccccc2N2CCOCC2)cc1Br,5%,-22,16µM*,5%,2%,0,-1%,-2%,-1
COCOCCn1cc(CN2CCS(=O)(=O)N(Cc3ccc(-c4ccc(Cl)nc4)cc3)C(CC(C)C)C2=O)nn1 (stereo not drawn),-26%,-7,-24%,2%,-10%,-8,x,21%,3
CCOc1ccc(NC(=O)c2cc3n(n2)C(C(F)(F)F)CC(c2ccco2)N3)cc1 (stereo not drawn),-19%,-10,-1%,-19%,-4%,-20,-14%,-3%,7
CC1(C(=O)N2CCC(CC3CC(c4ccc(Cl)cc4)=NO3)(C(=O)NCC3CCCCC3)CC2)CC1 (stereo not drawn),1%,u,-5%,-10%,-1%,16,1%,-3%,-24
CC(Sc1ncccn1)C(=O)NC1(C#N)CCCCC1 (stereo not drawn),6%,-5,0%,13%,22%,4,-9%,-32%,-2
COc1cc(NC(=O)Cn2c(=O)n(CC3CCCO3)c(=O)c3ccccc32)cc(OC)c1 (stereo not drawn),5%,5,8%&-7%,-3%,-2%&0%,-15,-21%,2%&0%,0&5
Cc1c(NC(=O)COC(=O)c2cccc(F)c2)c(=O)n(-c2ccccc2)n1C,7%,0,23%,8%,8%,2,x,-1%,3
CCN(C[C@H]1N[C@@](C)(C(=O)OC)[C@H]2C(=O)N(Cc3ccccc3)C(=O)[C@@H]12)C(=O)Nc1ccc(OC)cc1,-2%,-16,-10%,-3%,-2%,2,5%,4%,2
COc1ccc(C2(C)NC(=O)N(CC(=O)c3ccc4c(c3)OCO4)C2=O)cc1 (stereo not drawn),5%,6,x,4%,x,14,0%,0%,14
COc1ccc(NC(=O)CN(C)C(=O)c2ccc3c(c2)S(=O)(=O)N=C2CCCCCN23)cc1,5%,-3,30%,3%,-3%,-1,-3%,-17%,5
CC1=CC(C)(C)Nc2ccc(OC(=O)C(Cc3ccccc3)N3C(=O)C4CCCCC4C3=O)cc21 (stereo not drawn),-6%,-95*,-38%,-25%,5%,56,u,-7%,-2
COc1ccccc1-c1noc(CCC(=O)Nc2cccnc2)n1,0%,30,9%,-2%,1%,-2,x,1%,0
O=C(c1cccc(S(=O)(=O)N2CCOCC2)c1)N1CCN(C/C=C/c2ccccc2)CC1,0%,7,x,0%,x,0,13%,1%,31*
CC(O)CNc1ccc(-c2n[nH]c(=O)c3ccccc23)cc1[N+](=O)[O-] (stereo not drawn),-11%,13,2%,-21%,1%,-21,6%,30%,-12
CNC(=O)NC(=O)C(C)OC(=O)CCCSc1nc2ccccc2s1 (stereo not drawn),-8%,29,20%,-1%,-1%,8,-3%,-9%,7
O=C(Nc1nn[nH]n1)c1ccc(S(=O)(=O)N2CCCCC2)cc1,2%,22,9%,7%,0%,-4,-5%,-3%,-3
CCOc1ccccc1N1CCN(C(=O)c2cc3cc(OC)ccc3[nH]2)CC1,9%,0,-13%,21%,23%,55,12%,-4%,6
S=c1[nH]c(-c2ccccc2)cn1-c1ccccc1,0%,-12,17%,16%,-7%,4,4%,5%,-1
COc1ccc([C@@H]2[C@@H]3C(=O)N(C(C)(C)C)C(=O)[C@@H]3[C@]3(CC(C)C)C(=O)N(c4cccc(Br)c4)C(=O)N23)cc1,0%,-11,-1%,-1%,-6%,19,1%,-2%,5

# From PubChem BioAssay
